Compound activity deposited in PubChem by several laboratories.
S1P4 ag = human S1P4 receptor agonism | activation, % at 4.98 µM | 0.35% of 220,000 active | AID 1509 | S1P4-expressing cell line, agonist reporter assay; in the data active = activation above about 11%;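 note: 0% = DMSO vehicle and 100% = reference agonist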
CHOP inh = CHOP inhibition in unfolded protein response; CHO-K1 CHOP-promoter luciferase, tunicamycin-induced, 15-18 h; inhibition, % at 10 µM; 3.8% of 220,000 active; AID 2732;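 active = compounds that reduced the stress-induced luciferase reporter signal by more than about 70% of percent inhibition, limit read from the data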;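 note: 0% = tunicamycin plus vehicle and 100% = wells without tunicamycin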
S1P4 antag = antagonists of human S1P4 receptor; O95977; S1P4-expressing cells, antagonist mode, reporter read-out; inhibition, % at 4.98 µM; 0.26% of 220,000 active; in the data active = inhibition above about 29%;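 note: 0% = wells stimulated with agonist and 100% = vehicle wells without agonist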
NPY1 pot ag = potentiators or agonists of human neuropeptide Y receptor Y1; 0.37% of 220,000 active; P25929; activation, % at 3.6 µM; NPY-Y1 expressing cells, potentiator/agonist activation; in the data active = activation above about 33%, passing the limit was not always enough;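 note: cells stimulated with NPY at EC10 then isoproterenol at EC100; 0% = low agonist plus stimulus and 100% = saturating agonist plus stimulus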
Target sequence (P25929 whole entry, looked up): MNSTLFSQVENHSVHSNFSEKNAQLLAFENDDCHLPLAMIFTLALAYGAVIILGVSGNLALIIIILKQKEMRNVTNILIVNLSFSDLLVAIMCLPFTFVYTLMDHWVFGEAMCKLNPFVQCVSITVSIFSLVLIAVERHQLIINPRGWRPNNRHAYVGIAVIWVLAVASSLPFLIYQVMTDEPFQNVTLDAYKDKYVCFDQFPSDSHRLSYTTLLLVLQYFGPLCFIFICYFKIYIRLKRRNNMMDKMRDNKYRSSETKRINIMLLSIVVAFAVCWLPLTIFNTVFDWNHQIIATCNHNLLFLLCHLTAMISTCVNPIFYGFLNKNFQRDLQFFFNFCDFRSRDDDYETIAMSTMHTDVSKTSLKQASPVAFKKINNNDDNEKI
EP2 modulator = EP2 receptor (human) modulation. P43116. AID 940. induction, % at 25 µM. 0.83% of 260,000 active. EP2-expressing cells, cAMP HTRF FRET, PGE2 co-stimulation;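 active = compounds whose cAMP rise, as percent of the full-agonist control response, exceeds 60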;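 note: rat C6 glioma line stably carrying human EP2 under a CMV promoter; the protocol text gives 20 µM as final concentration; 100% = response of wells given 1 µM PGE2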
NPY Y1 blocker = antagonists of human neuropeptide Y receptor Y1. P25929. HEK293-CNG Y1 cells, membrane potential fluorescence; NPY at EC95, then isoproterenol. inhibition, % at 3.6 µM. 1% of 200,000 active. AID 1040;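 active = inhibition above the campaign mean inhibition of all tested compounds plus 3 SD, cut at about 20% in these data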;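 note: 0% = DMSO wells given NPY plus isoproterenol and 100% = isoproterenol alone without NPY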
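Assay system: HEK293 cells with Y1 receptor plus CNG channel | Probe or stimulus: NPY (25 nM), isoproterenol (1 µM), Ro 20-1724 (25 µM) | Timing: Compound incubation 1 h at room temperature, readout 45 min post-stimulation | Measured by: Membrane-potential fluorescent dye readout | Benchmarks: High control isoproterenol alone, low control NPY with isoproterenol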
TRPML3 agonist = agonists of human TRPML3 channel | Q8TDD5 | HEK293 TRPML3-YFP, Fluo-8 calcium fluorescence; 100% = the carbachol control signal | activation, % at 3 µM | 0.29% of 220,000 active | AID 1448;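 active = activation above its plate's cutoff, the mean activation of the plate's test wells plus 3 SD, cut at about 12% in these data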;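 note: 0% = DMSO only wells and 100% = carbachol wells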
Target sequence (Q8TDD5 whole entry, looked up): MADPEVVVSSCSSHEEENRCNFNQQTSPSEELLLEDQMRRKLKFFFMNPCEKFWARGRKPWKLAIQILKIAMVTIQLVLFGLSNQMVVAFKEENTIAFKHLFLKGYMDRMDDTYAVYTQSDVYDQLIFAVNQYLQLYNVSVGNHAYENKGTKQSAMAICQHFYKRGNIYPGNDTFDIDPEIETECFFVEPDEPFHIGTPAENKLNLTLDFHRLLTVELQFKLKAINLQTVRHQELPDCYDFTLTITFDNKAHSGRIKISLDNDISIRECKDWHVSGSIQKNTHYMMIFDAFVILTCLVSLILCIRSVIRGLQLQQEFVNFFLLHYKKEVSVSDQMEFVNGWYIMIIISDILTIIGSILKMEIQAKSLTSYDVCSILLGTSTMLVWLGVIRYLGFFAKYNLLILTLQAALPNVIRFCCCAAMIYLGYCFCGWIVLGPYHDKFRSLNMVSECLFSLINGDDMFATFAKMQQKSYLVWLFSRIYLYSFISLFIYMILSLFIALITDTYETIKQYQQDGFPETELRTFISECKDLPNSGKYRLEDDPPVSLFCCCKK
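Test system – HEK293 line with stable expression of human TRPML3-YFP channel · Control set – carbachol 87 µM final as high control (100%), DMSO as low control (0%) · Signal – Fluo-8 calcium dye fluorescence, ex 470-495, em 515-575 nm · Incubation – 1-h 37 °C dye load, 5-s basal, 120-s post-compound reads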
NPY2 pot ag = potentiates or activates human NPY-Y2 receptor. P49146. cells expressing NPY-Y2, potentiator/agonist read-out. 0.45% of 220,000 active. activation, % at 3.6 µM. AID 1359; in the data active = activation above about 27%;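 note: cells stimulated with NPY near EC25 plus isoproterenol at EC100; 0% = vehicle plus submaximal agonist and 100% = vehicle plus saturating agonist; some results beyond the cut were filed as inactive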
zfTRPN1 agonist = agonists of zebrafish TRPN1 channel; 0.18% of 220,000 active; HEK293 zebrafish TRPN1-YFP, Fluo-8 calcium fluorescence; 100% = response to 87 µM carbachol; activation, % at 3 µM;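 active = activation above its plate's cutoff, the mean activation of test wells on that plate plus 3 SD, cut at about 19% in these data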;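 note: 0% = DMSO alone and 100% = 87 µM carbachol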
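Control set: carbachol 87 µM as high control, DMSO as low control; system: HEK293 stable line with zebrafish TRPN1-YFP; read-out: % activation versus carbachol response; detection: intracellular calcium fluorescence with Fluo-8; doses: single test compound dose, 3 µM nominal, 0.3% DMSO; schedule: dye 1 h 37 °C plus 30 min RT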
Starred values were filed as active, the others as inactive; x = not tested or not shown; & = joins results of further samples.

SMILES	S1P4 ag	CHOP inh	S1P4 antag	NPY1 pot ag	EP2 modulator	NPY Y1 blocker	TRPML3 agonist	NPY2 pot ag	zfTRPN1 agonist
CCN(CCn1cccn1)C(=O)CCc1nnc(C2CCCCC2)o1	1.5	-10	-1	-1	1	x	0.8	-6	-0.1
Cc1cccc(NC(=O)CCSc2ccccn2)c1	1.2	26	-13	-7	-7	-2	0.2	3	-0.2
CCCN1Cc2cccc(C(=O)NCc3ccc4c(c3)OCO4)c2C1=O	-0.1	32	-3	4	24	6	0.1	-10	0.1
CC1=NN(C(C#N)c2ccccc2)C(c2ccccc2)C1 (stereo not drawn)	-0.7	10	-19	21	8	x	0.6	-13	0.1
COc1ccccc1CNC(=O)COC(=O)c1ccc(Cl)c(N)c1	1.1	1	-17	2	-37	13	-1.2	-13	-1.5
CCOC(=O)C1CCCN(C(=O)c2cc3c(=O)n4cccc(C)c4nc3n2C)C1 (stereo not drawn)	-0.6	x	-1	-25	x	-1	-1.1	11	-0.9
COc1cccc(C2=CC(c3cccc(OC)c3OC)n3nnnc3N2)c1 (stereo not drawn)	0.0	x	-1	-11	-12	7	0.9	-14	0.6
N#CCO/N=C/C(=O)Nc1ccc(F)cc1F	1.0	19	-5	6	11	0	0.9	-11	2.2
COc1ccc(OC)c(NC(=O)C2C(C(=O)O)C3(Cl)C(Cl)=C(Cl)C2(Cl)C3(Cl)Cl)c1 (stereo not drawn)	0.8	5	-4	0	22	2	0.2	-5	-1.3
Cn1c(=O)c2c(nc(CN3CCN(C(=O)c4ccco4)CC3)n2CCc2ccccc2)n(C)c1=O	-0.4	12	-4	-4	21	-6	0.8	3	2.2
CCOc1ccc(-n2nc3c(-n4ncc(C#N)c4N)nnc(C)c3c2C)cc1	0.1	x	-5	13	x	2	1.0	9	1.9
Oc1c(C=C2N=c3ccccc3=N2)sc(=S)n1C1CCCCC1	4.1&-1.1	10&5	-11&-19	9&-20	11&0	-1&-2	-0.4&1.0	6&16	1.9&-0.1
O=C(C1CCCN(S(=O)(=O)c2cccc3cccnc23)C1)N1CCN(c2ccc(F)cc2)CC1 (stereo not drawn)	0.8	30	-18	-2	18	4	0.0	9	1.1
Cc1oc(-c2ccc(F)cc2)cc1-c1nn2c(-c3ccco3)nnc2s1	1.1	x	-11	14	x	-1	0.8	-5	1.1
CCCC(=O)N1CCN(c2ccc(NC(=O)c3ccco3)cc2)CC1	1.2	-20	6	-9	-4	-5	-0.1	21	0.2
O=C(CCNC(=O)c1ccccc1Cl)Nc1ccc2c(c1)OCO2	-1.6	-9	0	1	13	-9	-0.4	-14	-0.6
COCCCNC(=O)c1ccc(Cn2c(=O)c3ccccc3n(Cc3ccc(C)cc3)c2=O)cc1	-0.1	-1	8	-10	-8	3	0.8	-8	1.2
COc1ccccc1CNC(=O)c1ccc(S(=O)(=O)N2CCCC2)cc1	-0.3	-16	-1	-4	2	6	0.9	-3	1.0
CCOC(=O)c1c(C)c(-c2ccccc2)n(CC(=O)NCCCN(CC)CC)c1C	0.9	28	2	14	13	-4	0.8	-6	0.4
COc1cc(C(=O)NNC2=CC(=O)CC(C)(C)C2)cc(OC)c1OC	1.1	5	-10	32	6	-1	0.9	44*	0.3
C/C(Cn1nnc2ccccc21)=N\NC(=O)c1cccc(Br)c1	-1.9	-21	-11	-1	11	4	0.5	3	-0.1
CCCC(=O)Nc1ccc(C(=O)NN2C(=O)c3ccccc3C2=O)cc1	1.3	-2	-3	3	6	-2	0.8	-6	0.2
COc1cc(NC(=O)c2cccc(Cl)c2)c(OC)cc1NC(=O)CN1CCCCC1	0.8	19	8	-7	43&21	2	9.8	-4	-0.9
COc1cc(OC)cc(C(=O)NC(=S)N2CCCCCC2)c1	1.2	-16	8	2	-15	5	-0.3	-4	-0.8
Cc1ccccc1-n1nc(C(=O)O)cc1-c1ccccc1	-0.6	21	6	4	23	-2	0.5	-8	-1.2
CCN(CC)C(=O)Cc1cc(C(=O)O)c2ccccc2n1	1.8	3	-36	-8	27	2	0.8	-28	-0.5
Cc1ccc(N(CC(=O)Nc2cccc(C)c2)S(=O)(=O)c2cccc3nonc23)cc1	-1.1	28	12	23	2	0	-1.5	30	-2.5
CCC1(C)Cc2c(sc3c2c(=O)n(C)c2nnc(SCc4ccc5c(c4)OCO5)n32)CO1 (stereo not drawn)	0.6	-23	5	1	4	2	1.3	3	0.2
Cc1onc(-c2ccccc2)c1C(=O)Nc1nnc(COc2ccc(Cl)cc2)s1	-0.7	89*	-15	-18	-15	1	0.3	-3	0.4
CC(=O)Nc1ccc(NS(=O)(=O)c2ccccc2)cc1	7.5	3	3	11	-11	1	0.8	7	1.1
COc1ccc(C(CCc2ccc(C)o2)NC(=O)Nc2ccc(OC)cc2OC)cc1 (stereo not drawn)	0.2	8	-7	-25	2	-3	0.0	-3	-0.2
O=C(O)/C=C\C(=O)Nc1ccccc1C#Cc1ccccc1	-0.7	-16	-7	15	-7	-4	0.0	12	-1.0
O=S(=O)(Nc1cccnc1Cl)c1ccc2c(c1)OCCO2	1.8	16	-7	17	28	0	1.1	2	0.5
O=C(O)c1ccccc1C1=Nc2ccc(O)cc2Oc2cc(O)ccc21	0.3	25	-4	-7	1	-5	2.2	-17	4.6
COC(=O)C1=C(CSc2nc3ccccc3s2)NC(=O)NC1c1ccc(F)cc1 (stereo not drawn)	-2.7	1	-6	14	8	0	-1.4	7	-1.9
CCOCCCNC(=S)N1C2CCC1CC(NC(=O)NC13CC4CC(CC(C4)C1)C3)C2 (stereo not drawn)	-2.1	10	-4	4	-78&-45	5	1.4	2	1.1
COc1ccc(-c2nnc3n2C(C)(C)Cc2cc(OC)c(OC)cc2-3)cc1	-1.1	4	-3	24	0	3	0.0	-7	1.0
CCOC(=O)Cc1cc(-c2ccccc2)nc2ccc3ccccc3c12	1.6	25	-3	-12	44	8	0.3	-45	-0.6
COc1ccc(NC(=O)CSc2ccccn2)cc1	-1.0	-16	-18	-8	-22	4	0.1	0	-1.0
O=C1c2ccccc2C(=O)N1n1cccc1	2.5	14	-4	4	1	-3	0.2	1	-0.5
O=C(NNC(=O)c1cc(-c2ccc(Cl)c(Cl)c2)nc2ccccc12)Nc1ccccc1	0.0	89*	7	3	20	-2	0.1	-13	0.0
C#CCn1cc(/C=N/Nc2nc3ccccc3[nH]2)c2ccccc21	1.1	14	24	45*	-86	-8	0.1	49*	1.6
O=C(Nc1nc(-c2ccc3c(c2)OCO3)cs1)c1ccncc1	0.2	x	-19	5	-46	5	4.1	18	10
O=[N+]([O-])c1ccc(C2=Nn3cnnc3SC2)cc1	0.4	-6	1	-2	-21	x	1.0	3	0.1
CC(=O)c1nnn(-c2cccc([N+](=O)[O-])c2)c1C	-0.7	-12	-3	15	8	3	-0.7	-10	-0.8
COc1ccccc1NCc1nnc(SCC(=O)N/N=C/c2ccco2)n1-c1ccc(Cl)cc1Cl	-2.4	8	6	16	6	-4	-0.4	0	0.2
O=C(COc1ccccc1F)N1c2ccccc2CCc2ccccc21	2.8	10	-17	-2	-14	1	0.1	-1	2.1
CC(=O)N1CCc2cc(S(=O)(=O)NC(CC(C)C)C(=O)N3CCc4ccccc4C3)ccc21 (stereo not drawn)	2.5	-10	5	5	19	-4	1.1	9	0.9
Cc1ccc(N(C(=O)Cn2nnc3ccccc32)C(C(=O)NCc2ccco2)c2cccnc2)cc1 (stereo not drawn)	-1.3	11	-4	8	25&9	5	0.3	7	-0.3
O=S(=O)(NCc1ccc2c(c1)OCO2)c1cccc2nsnc12	1.6	2	-5	1	44	x	0.1	-25	0.8
Cc1cc(=O)oc2cc(OCC(=O)N3c4ccccc4CC3C)ccc12 (stereo not drawn)	-2.2	x	-13	-12	-12	-5	0.9	6	1.4
CCOc1ccccc1C(=O)Nc1ccc(-c2nnc(-c3ccc(C)cc3)o2)cc1	1.5	x	-1	-12	x	10	-0.1	-4	0.7
O=C(Nc1cccc(Cl)c1)OCc1cnc(Cl)s1	-1.8	54	-12	-3	0	-2	0.2	-6	-0.8
CCCCn1c(=N)n(CC(O)c2ccccc2)c2ccccc21 (stereo not drawn)	-0.2	-15	10	7	-10	x	-1.5	-35	-0.9
CCOC(=O)/C=C/C(=O)OCC(=O)Nc1ccc(C)cc1	0.6	-8	4	3	-6	0	1.1	10	0.5
Clc1ccc(SCCCCN2CCNCC2)cc1	0.8	7	-7	3	-55	2	1.3	-3	2.5
COc1ccc(CN2C(=O)CC(Cc3ccc(C)cc3)C2=O)cc1OC (stereo not drawn)	-3.0	18	3	21	10	-4	0.1	8	-0.2
CCCSc1cc(N2CCN(C)CC2)nc(-c2ccc(OC)cc2)n1	-2.7	62	6	-20	20	4	0.6	-19	0.4
CCCOc1ccc(C(=O)NNC(=S)NC(=O)CC)cc1	-0.3	17	2	3	14	4	-0.2	4	-0.6
CCN(CCCNC(=O)C1CCN(S(=O)(=O)c2cccc3nonc23)CC1)Cc1ccccc1	0.7	-5	-21	-21	-8	2	0.9	-13	0.5

Part of the list above, set out differently.
Below each compound: S1P4 ag | CHOP inh | S1P4 antag | NPY1 pot ag | EP2 modulator | NPY Y1 blocker | TRPML3 agonist | NPY2 pot ag | zfTRPN1 agonist
- CC(=O)c1nnn(-c2cccc([N+](=O)[O-])c2)c1C
  -0.7 | -12 | -3 | 15 | 8 | 3 | -0.7 | -10 | -0.8
- COc1ccccc1NCc1nnc(SCC(=O)N/N=C/c2ccco2)n1-c1ccc(Cl)cc1Cl
  -2.4 | 8 | 6 | 16 | 6 | -4 | -0.4 | 0 | 0.2
- O=C(COc1ccccc1F)N1c2ccccc2CCc2ccccc21
  2.8 | 10 | -17 | -2 | -14 | 1 | 0.1 | -1 | 2.1
- CC(=O)N1CCc2cc(S(=O)(=O)NC(CC(C)C)C(=O)N3CCc4ccccc4C3)ccc21 (stereo not drawn)
  2.5 | -10 | 5 | 5 | 19 | -4 | 1.1 | 9 | 0.9

Other compounds.
SMILES	S1P4 ag	CHOP inh	S1P4 antag	NPY1 pot ag	EP2 modulator	NPY Y1 blocker	TRPML3 agonist	NPY2 pot ag	zfTRPN1 agonist
O=C(Nc1ccc(N=Nc2ccccc2)cc1)c1ccc(Cl)cc1Cl	0.2	77*	-2	12	5	1	0.6	1	0.8
CCOC(=O)c1c(-c2ccc(F)cc2)csc1NC(=O)C1CC=CCC1C(=O)O (stereo not drawn)	-0.6	-16	-9	-23	23	13	0.1	-26	0.9
COc1ccc(OCC(=O)Nc2ccc(NC(=O)c3cccs3)c(OC)c2)cc1	-1.8	-3	-50	-17	-11	-2	0.9	-6	0.3
CC(C)C(O)(C#CCN1CCCCCC1)c1ccccc1 (stereo not drawn)	0.9	4	-17	-1	-20	10	1.3	2	0.9
O=C(O)c1ccc2c(c1)CC(c1ccccc1)OC2=O (stereo not drawn)	-1.2	-14	-9	18	-13	-3	0.7	3	0.5
Cc1cc(OCC(=O)NC(C)C)ccc1Cl	-3.0	17	-17	-7	-42	0	-0.5	12	-1.8
CCCN1CCOC(CC(=O)Nc2ccc([N+](=O)[O-])cc2)C1=O (stereo not drawn)	-0.3	5	-14	12	-2	3	-0.2	18	-0.1
